Screens deposited in PubChem BioAssay by several laboratories.
BoNT-F LC inh: BoNT F light chain protease inhibition; inhibition, % at 10 µM; 360,000 compounds, 0.22% hits; Multiplex microsphere protease cleavage assay, flow cytometry; in the data active means inhibition above about 35%, passing the limit was not always enough; inconclusive means no clear call, values can overlap the other calls; further: plate controls were buffer without enzyme for full effect and enzyme alone for no effect
UGM FP inh: inhibitors of M. tuberculosis UDP-galactopyranose mutase; P9WIQ1; purified UGM, fluorescence polarization probe displacement; inhibition, % at 10 µM; 320,000 compounds, 0.06% hits; AID 504406; in the data active means inhibition above about 10%, passing the limit was not always enough; inconclusive means no clear call, values can overlap the other calls
Target sequence (P9WIQ1 whole entry, looked up): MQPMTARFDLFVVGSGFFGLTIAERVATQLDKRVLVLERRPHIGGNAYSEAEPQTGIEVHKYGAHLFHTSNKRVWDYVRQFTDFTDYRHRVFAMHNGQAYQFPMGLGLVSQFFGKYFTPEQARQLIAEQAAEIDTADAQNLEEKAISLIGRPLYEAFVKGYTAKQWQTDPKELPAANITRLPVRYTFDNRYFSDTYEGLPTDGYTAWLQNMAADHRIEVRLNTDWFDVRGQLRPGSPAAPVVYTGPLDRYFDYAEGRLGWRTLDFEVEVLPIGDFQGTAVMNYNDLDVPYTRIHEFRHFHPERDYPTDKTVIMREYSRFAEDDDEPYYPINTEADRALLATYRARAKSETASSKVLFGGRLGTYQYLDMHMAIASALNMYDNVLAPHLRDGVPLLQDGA
CCHF vOTU inh: CCHFV vOTU protease inhibition; Pep-AMC fluorescence; inhibition, % at 11.5 µM; 370,000 compounds, 0.55% hits; further: 0% = vehicle wells with enzyme and 100% = no enzyme wells
FadD28 binding: inhibitors of Mycobacterium tuberculosis FadD28 bisubstrate binding. FadD28 bisubstrate probe binding, fluorescence polarization. 360,000 compounds, 0.22% hits. inhibition, % at 12.5 µM. AID 588549; in the data active means inhibition above about 8.5%, passing the limit was not always enough; inconclusive means no clear call, values can overlap the other calls
Mtb BioA inh: inhibitors of Mycobacterium tuberculosis BioA enzyme; purified M. tuberculosis BioA enzyme, plate reader; inhibition, % at 9.99 µM; 360,000 compounds, 0.096% hits; in the data active means inhibition above about 40%; inconclusive means no clear call, values can overlap the other calls
PrPC surface inh: cell surface PrPC inhibition, primary TR-FRET screen; P04156; TR-FRET read-out; inhibition, % at 13.8 µM; 370,000 compounds, 0.43% hits; in the data active means inhibition above about 24%; further: 0% = median of the test wells and 100% = reference compound wells
FBA Mtb inh: inhibits M. tuberculosis FBA enzyme; inhibition, % at 1 µM; 360,000 compounds, 2.3% hits; purified M. tuberculosis FBA, fluorescence read-out; AID 588726; in the data active means inhibition above about 27%;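 further: 0% = vehicle and 100% = reference inhibitor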
Target sequence (P9WQA3 whole entry, looked up): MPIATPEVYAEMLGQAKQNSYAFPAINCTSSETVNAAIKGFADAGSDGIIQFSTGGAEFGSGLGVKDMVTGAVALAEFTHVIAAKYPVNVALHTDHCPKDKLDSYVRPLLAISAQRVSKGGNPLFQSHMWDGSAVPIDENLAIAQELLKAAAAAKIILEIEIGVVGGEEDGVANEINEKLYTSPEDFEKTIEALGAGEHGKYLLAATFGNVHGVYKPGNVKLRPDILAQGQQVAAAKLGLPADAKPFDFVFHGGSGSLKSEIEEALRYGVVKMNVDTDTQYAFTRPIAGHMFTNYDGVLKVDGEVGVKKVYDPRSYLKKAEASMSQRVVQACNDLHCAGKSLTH
BoNT A protease: BoNT A light chain protease inhibition; multiplex microsphere protease substrate cleavage, flow cytometry; inhibition, % at 10 µM; 360,000 compounds, 0.17% hits; in the data active means inhibition above about 30%; inconclusive means no clear call, values can overlap the other calls; further: plate controls were buffer without enzyme for full effect and enzyme alone for no effect
GDH-TPI inh: counter-screen for M. tuberculosis FBA inhibitors: GDH-TPI coupled enzymes; 360,000 compounds, 1.2% hits; GDH-TPI coupled enzyme counterscreen, NADH absorbance; inhibition, % at 4.8 µM; AID 588335;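 further: 0% = DMSO wells and 100% = wells lacking the enzyme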
An asterisk follows results filed as active; ? = inconclusive; · = no result given; & = joins results of further samples. Unless noted, no stated cut-off is given here; in the data, active means inhibition above about 30%; inactive means the rest. No enrichment for hits; about 4.8% have a hit in one of these screens.

SMILES	BoNT-F LC inh	UGM FP inh	CCHF vOTU inh	FadD28 binding	Mtb BioA inh	PrPC surface inh	FBA Mtb inh	BoNT A protease	GDH-TPI inh
C=C1C[C@H](O[C@@H]2O[C@H](CO)[C@@H](O)[C@H](O)[C@H]2O)[C@@H]2[C@H](OC(=O)[C@H]2C)[C@H]2[C@H](C)[C@@H](O)C[C@@H]12	-1	1.0	-5	-2.1	-1.8	-1	-1	-0.6	-4
O=C(NCC(c1ccco1)N1CCc2ccccc21)C(=O)Nc1ccc(F)cc1F (configuration not stated)	-22	2.1	-10	-1.6	-1.7	10	-3	-3.1	2
COc1ccc(CCNc2nc(-c3ccc(F)cc3)c(CC(=O)O)s2)cc1OC	19	-0.6	12	0.7	1.0	-1	-3	-1.8	2
COc1ccc(NC(=S)NC(=O)c2cccnc2)cc1	·	-0.8	7	1.0	2.2	-4	-1	·	13
O=C(CCCSc1ccc(Cl)cc1)Nc1ccccc1O	-3	-0.7	·	-4.7	·	·	0	2.8	2
CC1(C)CC(=O)C(C=Nc2ccc(N)cc2)=C(O)C1	-6	2.0	63*	-7.9	·	-11	-5	-0.3	4
Cc1cccc(C(=O)Nc2ccc(Cl)cc2C(=O)c2ccccc2)c1	-2	1.6	-3	-3.4	·	-9	2	?	2
CN(N)c1nc(C(F)(F)F)nc2ccccc12	-7	-0.8	4	0.8	1.3	9	1	0.7	6
O=C(NCc1csc(-c2cccs2)n1)c1ccccc1	?	-1.6	-3	-3.2	·	-9	3	2.0	21
Cc1c(CCOC(=O)C23CC4CC(CC(C)(C4)C2)C3)sc[n+]1CC(=O)c1ccccc1	6	2.7	7	-8.7	2.3	6	0	0.9	-15
COc1ccc(CCN2CCC(Nc3nc4ccccc4n3Cc3ccc(F)cc3)CC2)cc1	-18	1.0	-1	-6.1	1.5&0.2	-17	1	-0.2	5
Cc1cc(C)nc(SCCC(=O)N(C)C)n1	0	-1.8	-6	-2.1	0.3	-1	-3	-0.1	5
CCOC(=O)c1nnn(CC(=O)N2N=C(c3ccc(Cl)cc3)CC2c2ccc(OC)cc2)c1C(=O)OCC (configuration not stated)	0	3.8	6	-3.2	-2.7	-6	0	0.4	-6
CCCn1nnnc1NCc1ccc(CC)cc1	?	-1.1	-19	-0.8	0.7	2	-1	?	17
CC1CCN(C(=O)c2ccc(S(=O)(=O)NCc3ccco3)cc2)CC1	-5	0.4	3	2.0	-4.8	-3	0	-0.3	7
COCCCNc1nc2ccccc2[nH]c1=O	-7	1.3	-1	0.0	·	-6	4	-0.5	11
COc1ccc2c(OC)c3ccoc3nc2c1OC	3	-2.6	-78	-1.3	1.1	-7	96*	-0.1	1
O=C(c1ccc(S(=O)(=O)N2CCOCC2)cc1)N1CCN(c2ccc(F)cc2)CC1	2	-2.1	-6	-1.3	3.9	-2	8	-0.6	-2
COc1ccc(C2=Nn3c(nnc3-c3ccccc3Cl)SC2)cc1OCC1CC1	-5	3.6	22	-2.8	3.7	5	0	-0.3	29
COc1cccc(C(=O)N(Cc2ccco2)Cc2cc3cccc(C)c3[nH]c2=O)c1	-11	-0.7	8	-2.9	0.9	2	9	0.1	9
COc1ccc(-c2noc(CCC(=O)N3CCN(c4ccc(F)cc4)CC3)n2)cc1	2	·	6	-0.5	-1.3	-5	6	-0.3	9
COc1ccc(NC(=O)CN(C)C(=O)c2cccc3ccccc23)cc1	22	0.8	1	1.3	0.3	-1	131*	1.6	1
CCOC(=O)c1cc(-c2csc(-c3cccc(Cl)c3)n2)on1	?	-0.5	-9	0.0	·	-6	-1	3.2	14
CC(NC(=O)COc1cccc(Br)c1)C(=O)O (configuration not stated)	3	0.0	-11	-4.5	·	-6	-1	0.3	-3
CCc1cccc(CC)c1NC(=S)Nc1ccccc1	-2	2.3	4	-3.2	·	3	2	0.3	5

Arranged by length of the SMILES (smallest number first): some entries from above
SMILES	BoNT-F LC inh	UGM FP inh	CCHF vOTU inh	FadD28 binding	Mtb BioA inh	PrPC surface inh	FBA Mtb inh	BoNT A protease	GDH-TPI inh
COCCCNc1nc2ccccc2[nH]c1=O	-7	1.3	-1	0.0	·	-6	4	-0.5	11
COc1ccc(NC(=S)NC(=O)c2cccnc2)cc1	·	-0.8	7	1.0	2.2	-4	-1	·	13
Cc1cccc(C(=O)Nc2ccc(Cl)cc2C(=O)c2ccccc2)c1	-2	1.6	-3	-3.4	·	-9	2	?	2

Returning to the listing with the 3 entries that preceded the break.
SMILES	BoNT-F LC inh	UGM FP inh	CCHF vOTU inh	FadD28 binding	Mtb BioA inh	PrPC surface inh	FBA Mtb inh	BoNT A protease	GDH-TPI inh
CCOC(=O)c1cc(-c2csc(-c3cccc(Cl)c3)n2)on1	?	-0.5	-9	0.0	·	-6	-1	3.2	14
CC(NC(=O)COc1cccc(Br)c1)C(=O)O (configuration not stated)	3	0.0	-11	-4.5	·	-6	-1	0.3	-3
CCc1cccc(CC)c1NC(=S)Nc1ccccc1	-2	2.3	4	-3.2	·	3	2	0.3	5
Cc1c(NC(=O)c2ccc(-c3ccc([N+](=O)[O-])cc3Cl)o2)c(=O)n(-c2ccccc2)n1C	-1	0.8	-3	-1.5	·	-34	-3	3.9	11
CC(C)(C)C(=O)Nc1nc(NC(=O)C(C)(C)C)nc(-c2ccccc2Cl)n1	-5	-1.8	-8	-3.8	0.2	5	1	-0.6	-1
COc1ccc(C(=O)N[C@H](C(=O)Nc2ccc(OC)nc2)C(C)C)cc1	-3	-1.5	-6	-23	-2.6	7	2	-1.1	2
Cc1ccc2c(c1)sc1nc(=O)n(-c3ccc(Cl)c(Cl)c3)c(=O)n12	-5	0.2	0	-0.2	-0.3	-5	2	?	13
O=c1c(Br)ccc(Br)cc1Br	5	·	9	-1.8	1.1	88*	-3	-0.2	13
CCCc1cc(=O)n2nc(N3CCC(C(=O)Nc4cccc(C(C)=O)c4)CC3)sc2n1	17	-2.1	-12	-0.6	2.0	4	-8	-0.9	6
CSc1ncc(CN2CCN(C3CCN(C(C)C)CC3)C(CCO)C2)cn1 (configuration not stated)	-7	·	3	0.1	·	4	1	-0.6	-2
Cc1nn(-c2ccccn2)c2c1C(=O)C(Br)CC2 (configuration not stated)	-7	·	·	-3.0	-1.4	·	-4	-0.5	-5
CC1(c2ccccc2Cl)NC(=O)N(CC(=O)N2CCc3ccccc3C2)C1=O (configuration not stated)	4	·	9	-1.4	1.1	-2	-2	-1.6	9
COc1ccccc1CCNC1CCCC(C)C1 (configuration not stated)	-2	1.2	5	-1.7	·	3	-6	-0.6	5
Cc1ccc(OCCNC(=O)c2cccc(Oc3ccc(C(F)(F)F)cc3[N+](=O)[O-])c2)cc1	-5	5.3	-4	-0.6	·	-1	6	-0.1	14
CCOC(=O)c1c(NC(C)=O)sc(/C(C)=N/Nc2ccc(C(=O)O)cc2)c1C	6	-1.3	6	1.5	7.6	9	1	-3.3	10
O=C(O)c1cc(NC(=O)c2ccccc2F)cc(NC(=O)c2ccccc2F)c1	?	-1.2	3	-4.5	0.3	-5	1	-0.9	-4
CCc1nc2c(OCc3ccccc3C(=O)OC)cccn2c1N(C)C(=O)c1ccncc1	-1	·	-2	0.0	1.2	2	0	-0.3	5
CN(Cc1ccc(F)cc1)Cc1nc(-c2ccccc2)no1	6	0.0	-1	-2.8	0.6	-9	1	-1.0	2
CCCNC(=O)c1cc(C2CCCN(C(=O)c3ccc4c(c3)CCO4)C2)on1 (configuration not stated)	-6	·	-3	-2.0	3.8	-2	-3	-0.1	10
COc1ccc(CN2CCC(c3nc4ccc(Cl)cc4[nH]3)CC2)cc1	-3	-0.5	3	-1.0	0.5	-13	0	-0.7	-5
Cc1ccc(OCC(=O)Nc2ccc(S(=O)(=O)Nc3ccccn3)cc2)cc1	0	0.6	-8	-4.3	·	3	-1	0.7	-2
CNC(=O)NC(=O)COC(=O)/C=C/c1cccc(Br)c1	-1	-0.1	-13	-0.9	·	-1	-4	-0.6	2
Cc1cccc(NC(=O)c2c(O)c3ccccc3[nH]c2=O)c1	-18	-0.7	4	-1.4	0.1	-1	4	0.0	10
CCN(C(=O)C(C)N1C(=O)/C(=C/c2cccs2)SC1=S)C1CCS(=O)(=O)C1 (configuration not stated)	6	0.0	12	0.7	5.2	-31	0	2.5	9
COc1ccc(NS(=O)(=O)c2nnc(NC(=O)c3ccccc3F)s2)cc1	-9	1.6	4	-1.7	-0.2	-2	3	-0.4	-1
Cc1cc(OCC(=O)N(C)C2CCCCC2)cc(C)c1Cl	2	-1.5	29	-6.6	·	12	1	0.7	-8
CN(CCCC(=O)Nc1ccccc1F)S(=O)(=O)c1ccc(F)cc1	-3	-2.0	12	·	0.3	3	-1	-0.6	4
O=C(CCCN1C(=O)NC2(CCCC2)C1=O)N1CCN(S(=O)(=O)c2ccccc2)CC1	0	2.1	2	-0.9	-0.2	-3	2	0.1	0

Next section.
SMILES	BoNT-F LC inh	UGM FP inh	CCHF vOTU inh	FadD28 binding	Mtb BioA inh	PrPC surface inh	FBA Mtb inh	BoNT A protease	GDH-TPI inh
CC(C)CNc1nc(S(=O)(=O)c2ccccc2)c(Cl)s1	-5	1.0	1	-1.5	1.0	9	3	0.0	10
CCc1c(C)sc(NC(=O)Cn2nc(C)c([N+](=O)[O-])c2C)c1C(N)=O	-3	2.7	-3	-1.9	·	5	-1	-0.5	-1
COc1ccccc1C1OCC(C)(C)CO1	-6	·	-4	-2.2	-1.8	-4	-1	-0.2	3
CCOC(=O)C1=C(CSc2nc(-c3ccncc3)ccc2C#N)OC(N)=C(C#N)C1c1ccc(OC)cc1 (configuration not stated)	12	2.2	14	-8.8	·	-10	-1	1.8	10
CCn1c(=O)cc(OCC(=O)N2CCCCCC2)c2ccccc21	7	2.4	-2	0.8	0.1	-1	1	0.5	8
Cc1cc(C(=O)COC(=O)/C=C/c2cccc(F)c2)c(C)n1C	-6	0.7	-4	-0.2	-2.1	2	0	-0.9	0
CN(Cc1cccnc1)C(=O)c1cc(COc2ccc3c(c2)CCCC3)on1	4	-6.0	3	0.5	3.6	6	3	0.7	-2
FC(F)(F)c1ccc(Cl)c(Nc2nnc(-c3ccncc3)s2)c1	7	·	-4	0.0	-1.3	0	1	-0.3	-2
Cc1cc(C)n(-c2nc3c(c(=O)[nH]c(=O)n3C)n2Cc2ccccc2)n1	0	-3.4	17	0.2	·	3	-3	-0.2	-7
O=C(O)c1ccc(CNS(=O)(=O)c2ccc3ccccc3c2)cc1	11	3.0	6	-3.1	·	-3	-6	2.6	-3

Profiles as entered above. Values in the order: BoNT-F LC inh | UGM FP inh | CCHF vOTU inh | FadD28 binding | Mtb BioA inh | PrPC surface inh | FBA Mtb inh | BoNT A protease | GDH-TPI inh
Shown for CNC(=O)NC(=O)COC(=O)/C=C/c1cccc(Br)c1 = -1 | -0.1 | -13 | -0.9 | · | -1 | -4 | -0.6 | 2
Shown for COc1ccccc1C1OCC(C)(C)CO1 = -6 | · | -4 | -2.2 | -1.8 | -4 | -1 | -0.2 | 3
